From PubChem
Giardia kill: Giardia lamblia killing; Giardia lamblia trophozoite viability; activity change, % at 7.66 µM, hits read low; 340,000 compounds, 0.15% hits; AID 540267; in the data active = activity change below about -80%; inconclusive = between about -30% and that limit;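 note: parasites exposed to compound for two days anaerobically before the ATP read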
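Trophozoite viability was measured as ATP-dependent luminescence, read 15-30 min after reagent addition. Before that, parasites at 100 cells/well were exposed to compounds for 48 h, anaerobically, at 37 deg C.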
PKM2 act: activators of human pyruvate kinase M2. 260,000 compounds, 0.34% hits. purified PKM2, Kinase-Glo ATP luminescence, activation; response scale: 0% is enzyme alone, no compound. Potency, µM (titrated, usually from 57.5 µM), for inactives: at the highest dose activation, hits mostly activators. AID 1631; note: potency is the fitted concentration of half-maximal effect; nearly all actives have a fitted effect of over 55% in size
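ATP formation by purified human PK-M2, quantified via coupled luciferase luminescence after 1 h at room temperature with 0.1 mM ADP and 0.5 mM PEP final.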
USP2a inh: blocks human ubiquitin-specific protease USP2a; O75604; USP2 core, Ub-CHOP2 coupled fluorogenic reporter, 485/531; Potency, µM (top dose mostly 38.3 µM), for the others: at the top dose activity change, negative = inhibition, most hits filed as inhibitors; 330,000 compounds, 0.01% hits; AID 463254;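 note: potency is the fitted concentration of half-maximal effect; plate controls were DMSO wells for no effect and full inhibition by NEM control for full effect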
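USP2 core (10nM final) preincubated 30min RT with compound in 20mM Tris-HCl pH 8.0, 2mM CaCl2, 2mM beta-mercaptoethanol, 0.05% CHAPS; 25nM Ub-CHOP2 plus 25nM reporter substrate added, fluorescence (Ex485/Em531) read after 60min.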
GALK inhibitor: inhibitors of human galactokinase; AID 1868; Potency, µM (titrated, usually from 57.5 µM), for inactives: at the top dose activity change, negative = inhibition, actives largely listed as inhibitors; Purified GALK, Kinase-Glo residual ATP luminescence; P51570; 270,000 compounds, 0.007% hits; note: potency is the fitted concentration of half-maximal effect
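5 nM enzyme, 35 uM ATP, 100 uM galactose, 20 mM HEPES pH8.0, 5 mM MgCl2; 1 h RT; residual ATP by Kinase-Glo Plus luminescence, qHTS format.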
Eya2 inh: blocks the phosphatase activity of human Eya2. Potency, µM (titrated, usually from 76.9 µM), inactives show at the highest dose activity, negative = inhibition, hits mostly inhibitors. 330,000 compounds, 0.006% hits. AID 488837. recombinant Eya2, OMFP fluorescence dephosphorylation (OMFP is methylfluorescein phosphate); note: potency is the fitted concentration of half-maximal effect
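Eya2 (0.2 uM) preincubated 10 min at ambient with compound, then OMFP substrate added at 50 uM; 10 min reaction in 50 mM HEPES pH 7.5, 50 mM NaCl, 5 uM MgCl2, 0.05% BSA, 1 mM DTT. Fluorescence read at Ex 485/Em 525 nm.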
FBPA coupling cs: counter-screen for Giardia aldolase inhibitors: coupling enzyme system; coupling enzyme system counterscreen, AmpLite Red fluorescence; activity change, negative = inhibition, % at 58.2 µM, hits read low; 290,000 compounds, 0.67% hits; in the data active = activity change below about -30%
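Counterscreen of the coupled detection system alone, without aldolase: glyceraldehyde-3-phosphate coupling enzymes plus AmpLite Red readout. Compounds at 57.5 uM final, 10 min RT preincubation, 20 min RT reaction, fluorescence 525/598 nm.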
KCNH2 WT inh: KCNH2 (human, wildtype) channel inhibition; Q12809; U2OS, BacMam KCNH2, thallium flux FluxOr; hits give low values; activity change, % at 1.84 µM; 340,000 compounds, 0.37% hits; AID 720551;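 active = maximum activity change below -70%; inconclusive = maximum activity change between -70% and -50%; inactive = maximum activity change above -50%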
Target sequence (Q12809 whole entry, looked up): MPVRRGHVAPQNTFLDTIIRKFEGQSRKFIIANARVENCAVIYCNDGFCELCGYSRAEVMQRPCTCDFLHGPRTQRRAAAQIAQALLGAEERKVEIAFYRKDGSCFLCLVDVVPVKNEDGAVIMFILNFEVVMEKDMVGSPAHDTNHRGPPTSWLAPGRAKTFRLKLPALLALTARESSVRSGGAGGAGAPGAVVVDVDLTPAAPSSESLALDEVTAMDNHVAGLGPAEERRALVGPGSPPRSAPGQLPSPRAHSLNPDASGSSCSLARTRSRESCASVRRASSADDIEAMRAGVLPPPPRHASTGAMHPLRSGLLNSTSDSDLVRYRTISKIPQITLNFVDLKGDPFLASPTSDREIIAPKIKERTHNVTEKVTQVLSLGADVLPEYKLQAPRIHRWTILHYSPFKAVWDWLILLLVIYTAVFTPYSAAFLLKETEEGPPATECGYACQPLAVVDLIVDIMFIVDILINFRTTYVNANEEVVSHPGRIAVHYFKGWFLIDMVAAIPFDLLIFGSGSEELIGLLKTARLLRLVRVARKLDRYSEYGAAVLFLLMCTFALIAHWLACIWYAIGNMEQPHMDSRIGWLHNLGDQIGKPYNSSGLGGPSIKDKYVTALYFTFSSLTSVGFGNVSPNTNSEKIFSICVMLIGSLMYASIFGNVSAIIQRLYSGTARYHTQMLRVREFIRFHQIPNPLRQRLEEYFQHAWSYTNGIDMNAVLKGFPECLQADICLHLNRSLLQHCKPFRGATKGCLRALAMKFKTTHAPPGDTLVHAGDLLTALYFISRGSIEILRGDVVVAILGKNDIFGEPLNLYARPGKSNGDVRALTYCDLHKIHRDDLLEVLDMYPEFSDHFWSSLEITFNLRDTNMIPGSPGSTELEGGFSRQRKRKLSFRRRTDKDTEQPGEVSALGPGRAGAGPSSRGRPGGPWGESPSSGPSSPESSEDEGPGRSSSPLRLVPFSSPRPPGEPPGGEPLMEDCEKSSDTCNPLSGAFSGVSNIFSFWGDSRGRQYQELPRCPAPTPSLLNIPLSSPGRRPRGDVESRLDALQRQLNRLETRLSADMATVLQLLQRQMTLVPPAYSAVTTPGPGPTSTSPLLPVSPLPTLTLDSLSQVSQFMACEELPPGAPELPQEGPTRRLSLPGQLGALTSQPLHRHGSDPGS
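U2OS cells were transduced with wild-type KCNH2 virus (2.03 x 10^8 / mL) for 4 h at room temperature, then cultured overnight at 37 C. Thallium flux was read with FluxOr dye. Rate constants were normalized to DMSO controls.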
KCNH2 3.1 inh: inhibitors of human KCNH2 3.1 potassium channel isoform | U2OS KCNH2 3.1, thallium flux FluxOr; hits give low values | activity change, % (tested at about 1.8 µM) | 340,000 compounds, 0.95% hits | AID 720553;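 active = maximum activity change below -70%; inconclusive = maximum activity change from -70% to -50%; inactive = maximum activity change above -50%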;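 note: thallium influx rate constant from kinetic fluorescence after stimulation buffer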
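Measured as rate of thallium-driven FluxOr signal in transduced U2OS cells carrying the 3.1 channel, read kinetically for 2 min upon stimulation; values are rate constants scaled to DMSO control wells.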
B2AR arrestin: beta2AR (human) beta-arrestin recruitment activity | beta-arrestin recruitment to beta2AR, cell-based reporter | Potency, µM (doses to about 46.1 µM), without a hit: at the top dose activation, actives largely listed as activators | 330,000 compounds, 0.02% hits | AID 492947;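 note: potency is the fitted concentration of half-maximal effect; 0% = DMSO controls and full agonism = EC100 isoproterenol or metaproterenol; nearly all actives have a fitted effect of over 65% in size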
Chronic BCR inh: chronic active BCR signaling inhibition. ABC-DLBCL IkBa-CBG/CBR reporter, luminescence ratio, 4 h. Potency, µM (titrated, usually from 46.1 µM), for inactives: at the highest dose ratio change, negative = lower green/red ratio, hits mostly inhibitors. 340,000 compounds, 0.05% hits; active = well fitted inhibition curve with a large enough effect in the signal ratio, with a control signal flat, not every such curve was filed as active; inconclusive = small, poorly fitted or top-dose-only effect, or effect the other way, or a change in a side signal; the % refers to the signal ratio;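 note: potency is the fitted concentration of half-maximal effect; plate controls were basal doxycycline-induced cells for no effect and cells given 10 µM MG132 for full effect; MG132 reads +100%, hits lower the ratio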
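Compounds up to 46 uM were incubated four hours with TMD8 cells whose green CBG68 luciferase is fused to IkappaBalpha; red CBR luminescence normalised the signal, and concentration-effect curves were fitted to fusion, red and ratio data.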
uPA surface inh: cell surface uPA generation inhibition; cell surface uPA generation assay, qHTS; Potency, µM (doses to about 38.3 µM), inactives show at the highest dose activity change, negative = inhibition, hits mostly inhibitors; 330,000 compounds, 0.31% hits; active = well fitted inhibition curve with a large enough effect; inconclusive = small, poorly fitted or top-dose-only effect; inactive = no such curve, though single readings can be large or run the other way; tested in mouse RAW 264.7 cells; note: potency is the fitted concentration of half-maximal effect; nearly all actives have a fitted effect of over 55% in size
Starred values were filed as active, the others as inactive; ? = inconclusive; . = not tested or not shown; [ ] = remark or other dose. Unless noted, calls come from the whole dose curve; as a rule, active = well fitted curve in the direction sought with a large enough effect; inconclusive = small, poorly fitted or top-dose-only effect, or another doubt; inactive = no such curve, though single readings can be large; an effect the other way counts as inactive or inconclusive. Unless noted, % is set by controls: 0 for no effect and ±100 for the full control effect.

1) FC(F)(F)c1cc(C(F)(F)F)c2ccc(N/N=C/c3ccccc3)nc2n1
2) COc1cccc(C(=O)Nc2cnc(NC(=O)c3ccco3)cc2C)c1
3) Clc1ccc(NCc2cccnc2)c(Cl)c1
4) CCOCCCn1c(SCC(=O)Nc2ccc(OC)cc2)nc2ccccc2c1=O
5) O=C(N/N=C/c1ccc(-c2ccccc2C(=O)O)o1)c1cccs1
6) O=C(COc1ccc2c3c(c(=O)oc2c1)CCC3)NCc1cccnc1

assay / entry	1	2	3	4	5	6
Giardia kill	-26.6	4.9	-9.1	23.6	?	30.3[activator]
PKM2 act	1.5%	-10.3%	.	-1.7%	-6.7%	.
USP2a inh	-0.4%	-0.6%	-0.3%	-0.8%	2.8%	-2.1%
GALK inhibitor	1.7%	-0.1%	4.1%	-4.9%	-4.9%	-6.5%
Eya2 inh	-11.1%	-7.2%	-7.5%	9.0%	2.4%	-4.3%
FBPA coupling cs	1.0	-0.6	-0.2	3.4	0.4	.
KCNH2 WT inh	3.5	9.6	-6.8	2.5	-6.6	-12.8
KCNH2 3.1 inh	3.5	0.9	0.7	-1.1	.	0.8
B2AR arrestin	0.5%	-1.6%	0.4%	-0.1%	-0.5%	0.0%
Chronic BCR inh	-12.8%	6.5%	-4.0%	?	?	4.9%
uPA surface inh	3.4%	-3.7%	-6.7%	-3.6%	1.0%	3.6%

7) Cc1ccc(C(=O)O)cc1S(=O)(=O)N1CCSCC1
8) O=C(c1cccs1)N1CCN(c2ccc(F)cc2)CC1
9) CN(C1CCCCC1)S(=O)(=O)c1ccc(NC(=O)C2CCCCC2)cc1
10) CCC1Sc2ccc(S(=O)(=O)CCC(=O)NCc3ccc(C)o3)cc2NC1=O (configuration not stated)
11) Cc1c(NC(=O)c2cc(Br)ccc2Cl)cccc1-n1cnnn1
12) CCOC(=O)c1c(C)c(C(=O)NCc2ccc3c(c2)OCO3)c(C)n1C

assay / entry	7	8	9	10	11	12
Giardia kill	0.5	5.1	-19.0	2.4	0.5	-4.9
PKM2 act	-5.2%	3.8%	-16.2%	.	.	18.4%
USP2a inh	-0.9%	3.5%	-6.1%	-1.2%	4.3%	3.3%
GALK inhibitor	-1.6%	0.0%	-2.4%	-2.1%	.	-2.7%
Eya2 inh	-3.5%	-0.7%	-5.3%	6.6%	13.0%	-15.0%
FBPA coupling cs	5.4	7.1	-2.7	-5.3	.	-1.3
KCNH2 WT inh	5.7	12.8	-5.9	-10.4	4.7	1.6
KCNH2 3.1 inh	-11.5	-7.1	7.2	1.4	-2.6	-2.4
B2AR arrestin	-0.4%	-0.1%	0.1%	9.4%	-1.7%	0.2%
Chronic BCR inh	-0.6%	?	-6.0%	1.3%	?	0.0%
uPA surface inh	3.1%	-1.6%	.	3.2%	18.5%	.

13) CCOC(=O)CSc1nc2c(sc(=S)n2CCc2ccccc2)c(=O)n1Cc1ccco1
14) O=S(=O)(NCc1ccccn1)c1ccc2c(c1)OCCO2
15) CCN(CC)S(=O)(=O)c1ccc(N2CCOCC2)c(NS(=O)(=O)c2ccc(OC)cc2)c1
16) COc1cc(F)cc(-c2ccc3c(c2)c(C#Cc2ccsc2)c(-c2cc(OC)cc(OC)c2)n3C)c1
17) CCCCn1c(N)c(Sc2ccc([N+](=O)[O-])cc2)c(=O)[nH]c1=O
18) O=C(/C=C/c1ccco1)Nc1ccc(Oc2ccc(Cl)cc2)cc1
19) COc1ccc(-c2cc(C(F)F)n3ncc(C(=O)NCC4CCCO4)c3n2)cc1 (configuration not stated)

assay / entry	13	14	15	16	17	18	19
Giardia kill	24.7	-4.6	-10.9	-14.1	-24.6	9.7	-8.4
PKM2 act	-1.5%	-0.8%	5.4%	.	0.3%	1.8%	-7.4%
USP2a inh	1.9%	1.2%	4.8%	4.5%	0.2%	2.4%	0.0%
GALK inhibitor	1.7%	0.9%	0.4%	.	1.3%	-2.5%	-5.1%
Eya2 inh	12.0%	-18.1%	-2.0%	14.8%	-1.0%	-1.0%	-21.6%
FBPA coupling cs	0.4	1.5	7.2	.	-0.1	0.1	-0.7
KCNH2 WT inh	-9.9	6.9	-9.6	1.3	18.2	6.4	-10.7
KCNH2 3.1 inh	-91.0*	7.0	-11.1	-15.3	-34.0	-25.6	1.5
B2AR arrestin	0.5%	-0.3%	0.0%	-0.2%	-0.1%	-0.1%	0.0%
Chronic BCR inh	11.2%	3.8%	0.4%	-0.3%	8.0%	2.0%	4.2%
uPA surface inh	.	-2.9%	1.3%	-8.0%	0.3%	-10.4%	1.9%

From no. 10 to 19, as listed above:
10) CCC1Sc2ccc(S(=O)(=O)CCC(=O)NCc3ccc(C)o3)cc2NC1=O (configuration not stated)
11) Cc1c(NC(=O)c2cc(Br)ccc2Cl)cccc1-n1cnnn1
12) CCOC(=O)c1c(C)c(C(=O)NCc2ccc3c(c2)OCO3)c(C)n1C
13) CCOC(=O)CSc1nc2c(sc(=S)n2CCc2ccccc2)c(=O)n1Cc1ccco1
14) O=S(=O)(NCc1ccccn1)c1ccc2c(c1)OCCO2
15) CCN(CC)S(=O)(=O)c1ccc(N2CCOCC2)c(NS(=O)(=O)c2ccc(OC)cc2)c1
16) COc1cc(F)cc(-c2ccc3c(c2)c(C#Cc2ccsc2)c(-c2cc(OC)cc(OC)c2)n3C)c1
17) CCCCn1c(N)c(Sc2ccc([N+](=O)[O-])cc2)c(=O)[nH]c1=O

assay / entry	10	11	12	13	14	15	16	17
Giardia kill	2.4	0.5	-4.9	24.7	-4.6	-10.9	-14.1	-24.6
PKM2 act	.	.	18.4%	-1.5%	-0.8%	5.4%	.	0.3%
USP2a inh	-1.2%	4.3%	3.3%	1.9%	1.2%	4.8%	4.5%	0.2%
GALK inhibitor	-2.1%	.	-2.7%	1.7%	0.9%	0.4%	.	1.3%
Eya2 inh	6.6%	13.0%	-15.0%	12.0%	-18.1%	-2.0%	14.8%	-1.0%
FBPA coupling cs	-5.3	.	-1.3	0.4	1.5	7.2	.	-0.1
KCNH2 WT inh	-10.4	4.7	1.6	-9.9	6.9	-9.6	1.3	18.2
KCNH2 3.1 inh	1.4	-2.6	-2.4	-91.0*	7.0	-11.1	-15.3	-34.0
B2AR arrestin	9.4%	-1.7%	0.2%	0.5%	-0.3%	0.0%	-0.2%	-0.1%
Chronic BCR inh	1.3%	?	0.0%	11.2%	3.8%	0.4%	-0.3%	8.0%
uPA surface inh	3.2%	18.5%	.	.	-2.9%	1.3%	-8.0%	0.3%

18) O=C(/C=C/c1ccco1)Nc1ccc(Oc2ccc(Cl)cc2)cc1
19) COc1ccc(-c2cc(C(F)F)n3ncc(C(=O)NCC4CCCO4)c3n2)cc1 (configuration not stated)

assay / entry	18	19
Giardia kill	9.7	-8.4
PKM2 act	1.8%	-7.4%
USP2a inh	2.4%	0.0%
GALK inhibitor	-2.5%	-5.1%
Eya2 inh	-1.0%	-21.6%
FBPA coupling cs	0.1	-0.7
KCNH2 WT inh	6.4	-10.7
KCNH2 3.1 inh	-25.6	1.5
B2AR arrestin	-0.1%	0.0%
Chronic BCR inh	2.0%	4.2%
uPA surface inh	-10.4%	1.9%
